JMJD2A Tudor – blocks the human JMJD2A Tudor domain; O75164; AlphaScreen JMJD2A-Tudor / H3K4me3 peptide binding; Potency, µM (series often up to 114 µM), for inactives: top-dose activity change, negative = inhibition, actives largely listed as inhibitors; 390,000 tested, 4.4% active; AID 504339; also: % is scaled to controls: 0 for no effect and ±100 for the full control effect; nearly all actives have a fitted effect of over 50% in size
ERG Ets-DNA blk – blocks human ERG Ets domain binding to DNA | fluorescence polarization, His-ERG Ets domain / labelled DNA | Potency, µM (titrated, usually from 76.9 µM), for the others: at the highest dose FP activity, negative = inhibition, usual class: inhibitors | 370,000 tested, 0.028% active | AID 624246; active = well fitted inhibition curve with a large enough effect in the polarisation, with a control signal flat; inconclusive = small, poorly fitted or top-dose-only effect, or effect the other way, or a change in a side signal; inactive = no such curve, though single readings can be large or run the other way; the % refers to the polarisation;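 also: polarization taken with two DNA probes labelled with fluorescein and Texas red; % of control where 0% means no effect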
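His-tagged ERG Ets domain (1 uM in the protein solution; 300mM KCl, 50mM Tris-HCl, 1mM EDTA, 1mM DTT, pH 7.5) received compound, then a probe mix of 5 nM fluorescein-DNA and 100nM Texas-615-DNA. Fluorescence polarization was read for both dyes.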
ALOX12 inh – blocks human arachidonate 12S-lipoxygenase | P18054 | 580,000 tested, 1.1% active | Potency, µM (highest dose often 108 µM), for the others: at the highest dose activity change, negative = inhibition, most hits filed as inhibitors | purified 12hLO, xylenol orange hydroperoxide absorbance; also: % is scaled to controls: 0 for no effect and ±100 for the full control effect
Target sequence (P18054 whole entry, looked up): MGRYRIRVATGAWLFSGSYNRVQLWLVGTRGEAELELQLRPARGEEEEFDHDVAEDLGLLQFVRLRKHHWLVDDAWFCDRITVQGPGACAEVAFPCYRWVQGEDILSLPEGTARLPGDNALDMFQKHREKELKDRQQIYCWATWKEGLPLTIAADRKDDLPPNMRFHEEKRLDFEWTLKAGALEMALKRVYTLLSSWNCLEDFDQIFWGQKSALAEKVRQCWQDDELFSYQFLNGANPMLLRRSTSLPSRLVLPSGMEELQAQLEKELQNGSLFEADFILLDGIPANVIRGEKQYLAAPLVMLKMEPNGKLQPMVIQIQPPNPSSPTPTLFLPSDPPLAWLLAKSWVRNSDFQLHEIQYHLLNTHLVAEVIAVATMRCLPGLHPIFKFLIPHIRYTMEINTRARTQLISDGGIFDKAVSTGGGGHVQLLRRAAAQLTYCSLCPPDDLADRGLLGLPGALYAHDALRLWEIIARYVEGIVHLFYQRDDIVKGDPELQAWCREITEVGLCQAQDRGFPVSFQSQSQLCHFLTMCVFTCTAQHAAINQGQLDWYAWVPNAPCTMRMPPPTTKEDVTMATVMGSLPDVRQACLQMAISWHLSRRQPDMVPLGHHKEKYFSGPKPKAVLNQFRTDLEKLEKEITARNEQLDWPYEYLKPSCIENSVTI
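Purified human 12hLO (150 nM final) in 25 mM Hepes, 0.01% Triton X-100, pH 7.0 was preincubated 15 min at room temperature with compound. Then 40 uM arachidonic acid was added, 30 min. Hydroperoxide was read by Fe-XO absorbance ratio 573/405 nm.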
Pin1 inhibitor – inhibitors of human Pin1; 390,000 tested, 0.009% active; Q13526; Potency, µM (highest dose often 115 µM), for the others: at the highest dose activity, negative = inhibition, hits mostly inhibitors; Pin1 FP peptide displacement, HiFluor488, 10 min; active = well fitted inhibition curve with a large enough effect in the polarisation, with a control signal flat, not every such curve was filed as active; inconclusive = small, poorly fitted or top-dose-only effect, or effect the other way, or a change in a side signal; inactive = no such curve, though single readings can be large or run the other way; the % refers to the polarisation; also: % is scaled to controls: 0 for no effect and ±100 for the full control effect
GLS inh – glutaminase GLS (human) inhibition. O94925. GLS enzymatic activity, qHTS titration. Potency, µM (titrated, usually from 45.5 µM), for inactives: top-dose activity change, negative = inhibition, actives largely listed as inhibitors. 410,000 tested, 0.21% active; also: % is scaled to controls: 0 for no effect and ±100 for the full control effect
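Two-point fluorescence kinetic (t0, 30 min RT) for hKGA; glutamate detected via glutamate oxidase–HRP–Amplex Red. Substrate: 1 mM L-glutamine solution; buffer 45 mM KH2PO4, pH 8.2.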
TrxR1 inh – blocks rat thioredoxin reductase 1. O89049. recombinant rTrxR1, NADPH fluorescence consumption, selenite substrate. Potency, µM (titrated, usually from 114 µM), inactives show top-dose activity change, negative = inhibition, hits mostly inhibitors. 390,000 tested, 1% active. AID 588453; also: % is scaled to controls: 0 for no effect and ±100 for the full control effect; nearly all actives have a fitted effect of over 65% in size
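Rat TrxR1 (90 nM in the dispensed reagent) was pre-reduced with 400 uM NADPH for 5 min at room temperature, then incubated with compound for 15 min. After 400 uM selenite was added, NADPH fluorescence (Ex 340/Em 450 nm) was followed for 8 min.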
RGS4 inhibitor – inhibitors of human regulator of G protein signaling 4; P49798; AID 504845; Potency, µM (series often up to 114 µM), inactives show top-dose activity change, negative = inhibition, usual class: inhibitors; 390,000 tested, 0.039% active; Transcreener GDP fluorescence polarization, RGS4-accelerated GTP hydrolysis; also: % is scaled to controls: 0 for no effect and ±100 for the full control effect; nearly all actives have a fitted effect of over 75% in size; some results filed as inactive show a strong effect at the top dose
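MLSMR compounds (23 nl, pin-transferred) preincubated 10 min at room temperature with a 500nM (2x) first reagent, then RGS4 at 900nM (2x) plus Transcreener GDP mix added; fluorescence polarization (620/688 nm) read before and after 90 min at 30 °C.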
HP1b chromo inh – HP1-beta chromodomain-methylated histone interaction inhibition | AlphaScreen HP1-beta / biotin-H3K9me3 peptide binding | P83916 | 390,000 tested, 0.56% active | Potency, µM (titrated, usually from 114 µM), without a hit: at the top dose activity change, negative = inhibition, most hits filed as inhibitors; also: nearly all actives have a fitted effect of over 70% in size; inactives centre near 23
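HP1-beta protein (50 nM final) preincubated 30 min at room temperature with biotinylated H3(1-18)K9me3 peptide (50 nM) in PBS pH 7.4, 0.01% Tween-20, then compound added for 30 min. AlphaScreen streptavidin donor/nickel chelate acceptor beads (10 ug/mL final), 30 min dark, luminescence read.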
Tb PGK inh – T. brucei PGK inhibition; PGK/GAPDH coupled, Kinase-Glo luminescence, 60 min; Potency, µM (doses to about 57.5 µM), for the others: at the highest dose activity change, negative = inhibition, actives largely listed as inhibitors; 380,000 tested, 0.043% active; AID 602233; also: % is scaled to controls: 0 for no effect and ±100 for the full control effect; nearly all actives have a fitted effect of over 60% in size
Target sequence (P07378 whole entry, looked up): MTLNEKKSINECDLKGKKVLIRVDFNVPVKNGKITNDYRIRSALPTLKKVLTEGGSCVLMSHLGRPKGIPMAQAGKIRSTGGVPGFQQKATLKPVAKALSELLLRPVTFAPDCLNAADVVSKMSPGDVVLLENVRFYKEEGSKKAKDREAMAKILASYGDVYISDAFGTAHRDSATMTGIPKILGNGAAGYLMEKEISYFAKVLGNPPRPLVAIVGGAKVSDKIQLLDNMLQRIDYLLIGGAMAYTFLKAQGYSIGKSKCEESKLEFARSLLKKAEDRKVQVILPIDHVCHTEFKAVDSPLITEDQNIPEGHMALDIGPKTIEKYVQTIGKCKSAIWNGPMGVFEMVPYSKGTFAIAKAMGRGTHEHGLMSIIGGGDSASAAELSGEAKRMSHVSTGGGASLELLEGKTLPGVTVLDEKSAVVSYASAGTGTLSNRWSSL
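Recombinant glycosomal PGK reaction used 1,3-bisphosphoglycerate generated in-well by GAPDH (100nM final) in 100mM TEA pH 7.6, 5mM MgCl2, 0.01% Tween-20. After 60 minutes at room temperature, ATP was read by Kinase-Glo Plus luminescence end-point.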
Starred values were filed as active, the others as inactive; & = joins results of further samples; [ ] = another dose, or the depositor's remark. Unless noted, calls follow the shape of the dose curve; as a rule, active = well fitted curve in the direction sought with a large enough effect; inconclusive = small, poorly fitted or top-dose-only effect, or another doubt; inactive = no such curve, though single readings can be large; an effect the other way counts as inactive or inconclusive. Potency is read from the fitted curve at half-maximal effect.

`COC(=O)CN(c1ccc(OC)cc1)S(=O)(=O)c1ccc(OC)c(OC)c1` gave JMJD2A Tudor 0.3%, ERG Ets-DNA blk 1.2%, ALOX12 inh -1.0%, Pin1 inhibitor -1.5%, GLS inh 7.0%, TrxR1 inh 8.2%[57.1 µM], RGS4 inhibitor 14.5%, HP1b chromo inh 39.9%[activator] and Tb PGK inh -8.3%.
For COC(=O)CNC(=O)C(C)NC(=O)CNC(=O)OCc1ccccc1 (centres undefined) the results were JMJD2A Tudor 1.5%, ERG Ets-DNA blk 5.2%, ALOX12 inh 9.4%, Pin1 inhibitor 2.4%, GLS inh -1.0%, TrxR1 inh 11.4%, RGS4 inhibitor 34.4%, HP1b chromo inh 25.1% and Tb PGK inh -0.5%.
`COc1ccccc1N(C)S(=O)(=O)c1ccc(C(=O)OCC(=O)NCC(F)(F)F)cc1` gave JMJD2A Tudor 1.7%, ERG Ets-DNA blk 0.8%, ALOX12 inh -1.5%, Pin1 inhibitor 1.3%, GLS inh 0.0%, TrxR1 inh 16.6%, RGS4 inhibitor -47.2%, HP1b chromo inh 33.8%[activator] and Tb PGK inh inactive.
Screening COc1cc(NC(=O)CCc2ccccc2)nc(OC)n1 returned JMJD2A Tudor 4.4%, ERG Ets-DNA blk -12.0%, ALOX12 inh -1.1%, Pin1 inhibitor 0.4%, GLS inh 1.4%, TrxR1 inh 13.5%, RGS4 inhibitor 0.6%, HP1b chromo inh 25.7% and Tb PGK inh -9.1%.
`Cc1ccccc1-n1nc2c(c1NC(=O)c1ccc(Br)o1)CSC2` gave JMJD2A Tudor inconclusive, ERG Ets-DNA blk 1.2%, Pin1 inhibitor 10.4%, GLS inh 6.8%, TrxR1 inh inconclusive, RGS4 inhibitor -48.0%, HP1b chromo inh -5.0% and Tb PGK inh -3.5%.
`Cc1oc(-c2ccccc2)nc1C(=O)OCC(=O)NCc1ccccc1` gave JMJD2A Tudor -20.0%, ERG Ets-DNA blk -9.2%, ALOX12 inh 13.6%&-7.7%, Pin1 inhibitor 1.0%, GLS inh 7.9%, TrxR1 inh 0.0%, RGS4 inhibitor -28.2%, HP1b chromo inh 45.7%[activator] and Tb PGK inh 5.4%.
CC(C)CN(CC(C)C)CC(O)COc1ccccc1Br (centres undefined) was read as JMJD2A Tudor -16.0%[57.1 µM], ERG Ets-DNA blk 1.7%, ALOX12 inh inconclusive, Pin1 inhibitor 2.7%, GLS inh 16.2%, TrxR1 inh 6.9%, RGS4 inhibitor -30.9%, HP1b chromo inh 118.0%[activator] and Tb PGK inh -11.8%.
Screening Cn1c(N)c(C(=O)COC(=O)c2cccc(S(=O)(=O)N3CCOCC3)c2)c(=O)n(C)c1=O returned JMJD2A Tudor -25.7%, ERG Ets-DNA blk 6.9%, ALOX12 inh -56.4%, Pin1 inhibitor -0.8%, GLS inh 16.8%, TrxR1 inh 21.1%[11.4 µM], RGS4 inhibitor 3.9%, HP1b chromo inh 3.7% and Tb PGK inh -3.4%.
Screening N#Cc1nc(COc2ccc(Br)cc2)oc1N1CCCCCC1 returned JMJD2A Tudor inconclusive, ERG Ets-DNA blk -8.8%, ALOX12 inh inconclusive, Pin1 inhibitor 4.5%, GLS inh -12.1%, TrxR1 inh 35.3%, RGS4 inhibitor 0.7%, HP1b chromo inh inconclusive and Tb PGK inh inactive.
For COc1ccccc1NCC(=O)n1nc(C)cc1C the results were JMJD2A Tudor -3.1%, ERG Ets-DNA blk -9.4%, ALOX12 inh -2.6%, Pin1 inhibitor -0.9%, GLS inh -18.4%, TrxR1 inh 24.5%[57.1 µM], RGS4 inhibitor 6.4%, HP1b chromo inh 10.9% and Tb PGK inh -8.0%.
For CCOC(=O)CCc1c(C)nc2c(c(C)nn2-c2ccccc2)c1C the results were JMJD2A Tudor 2.5%, ERG Ets-DNA blk 90.2%[activator], ALOX12 inh 3.2%, Pin1 inhibitor inconclusive, GLS inh 2.8%, TrxR1 inh 22.6%, RGS4 inhibitor 2.4%, HP1b chromo inh 52.2%[activator] and Tb PGK inh -0.2%.
For Cc1cccc(C)c1OCC(=O)Nn1c(COc2ccccc2)nc2ccccc2c1=O the results were JMJD2A Tudor -22.5%, ALOX12 inh 0.4%, Pin1 inhibitor -0.7%, GLS inh 3.4%, TrxR1 inh 8.3%, RGS4 inhibitor -9.6%, HP1b chromo inh 9.1% and Tb PGK inh inactive.
Screening Cc1ccc(C(=O)NCCNC(=O)CN2CCCC2)cc1 returned JMJD2A Tudor -13.2%, ERG Ets-DNA blk 7.7%, ALOX12 inh 33.9%[activator], Pin1 inhibitor 11.1%, GLS inh 12.0%, TrxR1 inh 4.6%, RGS4 inhibitor -5.5%, HP1b chromo inh 18.2% and Tb PGK inh inactive.
`Cn1c(=O)c(=O)n(C)c2cc(N3CCCC3)c(NC(=O)c3ccccc3Cl)cc21` gave JMJD2A Tudor 6.8%, ERG Ets-DNA blk 7.5%, ALOX12 inh 14.5%, Pin1 inhibitor 6.6%, GLS inh -4.9%, TrxR1 inh -14.8%, RGS4 inhibitor -5.7%, HP1b chromo inh 25.6% and Tb PGK inh -8.9%.
Screening CC(=O)C(Cc1ccc(Cl)nc1)Cc1ccc(Cl)nc1 returned JMJD2A Tudor 2.1%, ERG Ets-DNA blk 8.1%, ALOX12 inh 11.7%, Pin1 inhibitor -2.1%, GLS inh -2.1%, TrxR1 inh 9.8%, RGS4 inhibitor 11.1%, HP1b chromo inh 35.4% and Tb PGK inh -7.6%.
For Cn1c(C(=O)NCc2cccs2)cc2c(=O)n(C)c3ccccc3c21 the results were JMJD2A Tudor -8.6%, ERG Ets-DNA blk 16.2%, ALOX12 inh 461.9%[activator], Pin1 inhibitor -1.4%, GLS inh -5.3%, TrxR1 inh 16.4%, RGS4 inhibitor -25.4%, HP1b chromo inh 47.7%[activator] and Tb PGK inh -2.7%.
For Cc1ccc(NC(=O)CC2SCCNC2=O)cc1[N+](=O)[O-] (centres undefined) the results were JMJD2A Tudor 2.9%, ERG Ets-DNA blk 20.3%, ALOX12 inh inconclusive, Pin1 inhibitor -1.3%, GLS inh -8.0%, TrxR1 inh 11.6%[57.1 µM], RGS4 inhibitor -9.9%, HP1b chromo inh 20.4% and Tb PGK inh 4.6%.
COc1ccccc1/C=C/C=NC1C(=O)N(c2ccccc2)[N+](C)=C1C (centres undefined) was read as JMJD2A Tudor -22.4%, ERG Ets-DNA blk 3.2%, ALOX12 inh 0.0%, Pin1 inhibitor 1.2%, GLS inh -8.5%, TrxR1 inh -1.2%, RGS4 inhibitor -20.8%, HP1b chromo inh 0.2% and Tb PGK inh inactive.
`C/C(=N\Nc1nc(-c2ccccn2)nc2ccccc12)c1ccc(F)cc1` gave JMJD2A Tudor -35.5%, ERG Ets-DNA blk -7.7%, Pin1 inhibitor 0.7%, GLS inh 1.0%, TrxR1 inh 16.2%, RGS4 inhibitor -32.2%, HP1b chromo inh 38.7% and Tb PGK inh inactive.
For O=C(NC1CC(=O)N(c2ccc(Cl)cc2)C1)c1ccc2c(c1)OCO2 (centres undefined) the results were JMJD2A Tudor -10.4%, ERG Ets-DNA blk -2.6%, ALOX12 inh inconclusive, Pin1 inhibitor -10.4%, GLS inh -8.6%, TrxR1 inh 7.2%[57.1 µM], RGS4 inhibitor -16.5%, HP1b chromo inh 12.0% and Tb PGK inh -2.5%.
`CC1(C)NC(=O)N(CC(O)CN(c2ccccc2)S(=O)(=O)c2ccccc2)C1=O` (centres undefined) gave JMJD2A Tudor -17.2%, ERG Ets-DNA blk 2.1%, ALOX12 inh 15.7%, Pin1 inhibitor 0.5%, GLS inh 6.5%, TrxR1 inh 9.1%, RGS4 inhibitor 5.1%, HP1b chromo inh -1.2% and Tb PGK inh -5.4%.
COC(=O)C1c2ccccc2-c2ccccc21 was read as JMJD2A Tudor -21.1%, ERG Ets-DNA blk 1.0%, ALOX12 inh -9.0%, Pin1 inhibitor 4.9%, GLS inh 0.6%, TrxR1 inh 14.4%, RGS4 inhibitor 0.8%, HP1b chromo inh -23.8% and Tb PGK inh 0.1%.
`CC(OC(=O)CCc1ccccc1)C(=O)Nc1ncc(Cl)cc1Cl` (centres undefined) gave JMJD2A Tudor -0.4%, ERG Ets-DNA blk -0.3%, ALOX12 inh inconclusive, Pin1 inhibitor -5.7%, GLS inh -0.3%, TrxR1 inh -2.3%, RGS4 inhibitor 11.6%, HP1b chromo inh 24.5% and Tb PGK inh -8.1%.
Screening O=S(=O)(NCCc1c[nH]c2ccccc12)c1ccccc1 returned JMJD2A Tudor -17.3%, ERG Ets-DNA blk 11.4%, ALOX12 inh 0.0%, Pin1 inhibitor 2.3%, GLS inh 75.9%[activator], TrxR1 inh 8.9%[57.1 µM], RGS4 inhibitor -17.0%, HP1b chromo inh 15.0% and Tb PGK inh 3.1%.
Screening CCc1ccc(NC(=O)Cn2c(SC)nc3ccccc32)cc1 returned JMJD2A Tudor -18.4%, ERG Ets-DNA blk 2.1%, ALOX12 inh -1.3%, Pin1 inhibitor -8.9%, GLS inh -1.1%, TrxR1 inh 11.9%, RGS4 inhibitor 0.2%, HP1b chromo inh 14.4% and Tb PGK inh -2.9%.

This is a subset. The share of hits here may be higher or lower than overall.
